High-throughput results: PubChem, Sanford-Burnham Center for Chemical Genomics
PHOSPHO1 inh = PubChem AID 1565; Phosphoethanolamine/phosphocholine phosphatase (Homo sapiens), Q8TCT1; inhibition, % at 13.3 µM; recombinant PHOSPHO1, absorbance phosphatase assay; 290,000 compounds, 1.1% hits; in the data active = inhibition above about 60%
Target sequence (Q8TCT1 whole entry, looked up): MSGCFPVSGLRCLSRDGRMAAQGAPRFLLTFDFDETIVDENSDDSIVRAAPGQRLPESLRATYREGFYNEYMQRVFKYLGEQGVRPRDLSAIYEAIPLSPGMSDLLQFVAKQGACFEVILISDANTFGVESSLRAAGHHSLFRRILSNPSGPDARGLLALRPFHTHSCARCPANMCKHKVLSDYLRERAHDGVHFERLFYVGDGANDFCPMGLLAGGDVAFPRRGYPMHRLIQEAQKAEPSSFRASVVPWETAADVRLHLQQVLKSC
Numbers without * were called inactive. A portion of the library. The share of hits here may be higher or lower than overall.

mol,PHOSPHO1 inh
CCOC(=O)Cc1csc(NC(=O)c2c(O)c3ccccc3n(C)c2=O)n1,-4.9
O=C(CSc1nnc(-c2ccc(Cl)cc2)o1)N1CCN(c2ccccc2)CC1,6.4
Cc1ccc2c(c1)[nH]c1c(N3CCN(Cc4ccc5c(c4)OCO5)CC3)ncnc12,9.6
Cc1cc(C)nc(-n2nc(C)cc2NC(=O)c2cc(=O)c3ccccc3o2)n1,-51.0
Cc1ccc(S(=O)(=O)N2CCCCC2)cc1C(=O)Nc1ncn[nH]1,-12.7
C#CCOCCOCCOCCNc1nc(OC)nc(N2CCN(C(=O)[C@H](CCCCN)n3cc(C(N)CO)nn3)CC2)n1 (some centres undefined),0.1
COc1nc(-c2ccccc2)ccc1-c1noc(-c2ccc(F)cc2)n1,16.3
CCn1c(=N)c(C(=O)OC)cc2c(=O)n3ccccc3nc21,2.8
O=C(O)CNC1=NCCC1,1.7
COc1cc(-c2nn3c(-c4ccco4)nnc3s2)cc(OC)c1OC,2.9
CCn1c(=O)c(C2=NS(=O)(=O)c3ccccc3N2)c(O)c2ccccc21,-2.2
O=C1NCCCC1C(=O)N1CCN(C(=O)C2CCCNC2=O)CC1 (centres undefined),-0.7
Cn1c(=O)n(CCN2CCOCC2)c(=O)c2c1nc1n2CCCN1c1ccccc1,15.6
CC1(OC(=O)C2CCCC2)C(=O)C=C2C=C(c3ccsc3)N(CCN3CCOCC3)C=C2C1=O (centres undefined),17.7
C=CCn1cnc2c(c1=O)c1nc3ccccc3nc1n2Cc1ccccc1,32.0
Cc1c(-c2ccccc2)oc2nc3c(c(=O)n(C)c(=O)n3C)n12,14.7
COC(=O)CCC(=O)OC1(C)C(=O)C=C2C=C(C3CC3)N(CC(C)C)C=C2C1=O (centres undefined),0.1
CCCCCCN(C(=O)CCCCCN1C(=O)NC(c2ccc(-c3ccccc3)cc2)C(C(=O)OCc2ccccc2)=C1C)C(C(=O)NCCCC)c1ccc(O)c(C(=O)OC)c1 (centres undefined),30.9
CCOC(=O)Cn1nnnc1C(CC)N(Cc1cc2c(C)cc(C)cc2[nH]c1=O)C1CCCC1 (centres undefined),-41.8
CCOC(=O)c1cc2c(=O)n3cccc(C)c3nc2n(Cc2ccccc2Cl)c1=N,17.2
Cc1ccc(C(=O)N[C@@H](C)CN2C3=NC[C@H](C)N3C[C@H]2Cc2ccc(O)cc2)cc1Br,39.7
COc1ccccc1NC(=O)CCN1CCN(CCC(=O)Nc2ccccc2OC)CC1,-10.9
C#CCOCCOCCOCCNc1nc(N2CCN(C(=O)[C@H]([C@@H](C)CC)n3cc([C@@H](N)CC(C)C)nn3)CC2)nc(N2CCN(C(=O)[C@H](Cc3cc4ccccc4[nH]3)n3cc([C@@H](N)C(C)CC)nn3)CC2)n1 (some centres undefined),26.5
Cc1cc2nc(NC3=NCN(Cc4ccc5c(c4)OCO5)CN3)nc(C)c2cc1C,-1.0

A different layout for 22 compounds above.
| PHOSPHO1 inh | Compound |
| --- | --- |
| 9.6 | Cc1ccc2c(c1)[nH]c1c(N3CCN(Cc4ccc5c(c4)OCO5)CC3)ncnc12 |
| -51.0 | Cc1cc(C)nc(-n2nc(C)cc2NC(=O)c2cc(=O)c3ccccc3o2)n1 |
| -12.7 | Cc1ccc(S(=O)(=O)N2CCCCC2)cc1C(=O)Nc1ncn[nH]1 |
| 0.1 | C#CCOCCOCCOCCNc1nc(OC)nc(N2CCN(C(=O)[C@H](CCCCN)n3cc(C(N)CO)nn3)CC2)n1 (some centres undefined) |
| 16.3 | COc1nc(-c2ccccc2)ccc1-c1noc(-c2ccc(F)cc2)n1 |
| 2.8 | CCn1c(=N)c(C(=O)OC)cc2c(=O)n3ccccc3nc21 |
| 1.7 | O=C(O)CNC1=NCCC1 |
| 2.9 | COc1cc(-c2nn3c(-c4ccco4)nnc3s2)cc(OC)c1OC |
| -2.2 | CCn1c(=O)c(C2=NS(=O)(=O)c3ccccc3N2)c(O)c2ccccc21 |
| -0.7 | O=C1NCCCC1C(=O)N1CCN(C(=O)C2CCCNC2=O)CC1 (centres undefined) |
| 15.6 | Cn1c(=O)n(CCN2CCOCC2)c(=O)c2c1nc1n2CCCN1c1ccccc1 |
| 17.7 | CC1(OC(=O)C2CCCC2)C(=O)C=C2C=C(c3ccsc3)N(CCN3CCOCC3)C=C2C1=O (centres undefined) |
| 32.0 | C=CCn1cnc2c(c1=O)c1nc3ccccc3nc1n2Cc1ccccc1 |
| 14.7 | Cc1c(-c2ccccc2)oc2nc3c(c(=O)n(C)c(=O)n3C)n12 |
| 0.1 | COC(=O)CCC(=O)OC1(C)C(=O)C=C2C=C(C3CC3)N(CC(C)C)C=C2C1=O (centres undefined) |
| 30.9 | CCCCCCN(C(=O)CCCCCN1C(=O)NC(c2ccc(-c3ccccc3)cc2)C(C(=O)OCc2ccccc2)=C1C)C(C(=O)NCCCC)c1ccc(O)c(C(=O)OC)c1 (centres undefined) |
| -41.8 | CCOC(=O)Cn1nnnc1C(CC)N(Cc1cc2c(C)cc(C)cc2[nH]c1=O)C1CCCC1 (centres undefined) |
| 17.2 | CCOC(=O)c1cc2c(=O)n3cccc(C)c3nc2n(Cc2ccccc2Cl)c1=N |
| 39.7 | Cc1ccc(C(=O)N[C@@H](C)CN2C3=NC[C@H](C)N3C[C@H]2Cc2ccc(O)cc2)cc1Br |
| -10.9 | COc1ccccc1NC(=O)CCN1CCN(CCC(=O)Nc2ccccc2OC)CC1 |
| 26.5 | C#CCOCCOCCOCCNc1nc(N2CCN(C(=O)[C@H]([C@@H](C)CC)n3cc([C@@H](N)CC(C)C)nn3)CC2)nc(N2CCN(C(=O)[C@H](Cc3cc4ccccc4[nH]3)n3cc([C@@H](N)C(C)CC)nn3)CC2)n1 (some centres undefined) |
| -1.0 | Cc1cc2nc(NC3=NCN(Cc4ccc5c(c4)OCO5)CN3)nc(C)c2cc1C |

Next structures
mol,PHOSPHO1 inh
Cc1ccc2cc(C(c3nnnn3C(C)(C)C)N3CCCC3)c(=O)[nH]c2c1C (centres undefined),93.7*
Cc1cc(N2CCN(C(=O)c3ccco3)CC2)n2nc(C)c(-c3ccc(Cl)cc3)c2n1,-3.5
Clc1cccc(-c2nn3c(COc4ccccc4)nnc3s2)c1,2.9
COC(=O)CSc1nnc2c(C)cc3cc4c(cc3n12)OCCO4,-7.5
COC(=O)c1cc2c(=O)n3cccc(C)c3nc2n(Cc2cccnc2)c1=N,-27.3
CC(=O)Nc1cccc2c1[n+]([O-])c(C)c(C)[n+]2[O-],29.4
Cn1c(=O)c2c(nc(SCc3ccccn3)n2C)n(C)c1=O,-19.3
Cc1ccc(C(=O)C2=C(O)C(=O)N(c3ncccn3)C2c2cccc(Cl)c2)o1 (centres undefined),26.3
COc1ccc(C(=O)Cn2c(N3CCOCC3)nc3c2c(=O)n(C)c(=O)n3C)cc1,-1.1
CCOC(=O)c1ccc(N2Cc3cc(C)c(C)cc3C2)cc1O,9.7
CN1CCN(S(=O)(=O)c2ccc(-c3ccc(S(=O)(=O)N4CCN(C)CC4)cc3)cc2)CC1,14.8
O=C1c2oc3ccc(Cl)cc3c(=O)c2C(c2cccnc2)N1Cc1ccco1 (centres undefined),3.6

Records listed so far marked active in PHOSPHO1 inh.
mol,PHOSPHO1 inh
Cc1ccc2cc(C(c3nnnn3C(C)(C)C)N3CCCC3)c(=O)[nH]c2c1C (centres undefined),93.7*

More structures:
> Cc1ccc2c(C)nc(NC3=NCN(Cc4ccccc4)CN3)nc2c1
  PHOSPHO1 inh: 10.9
> CSc1nnc2c(n1)OC(C1CC=C(C)CC1)Nc1ccccc1-2 (centres undefined)
  PHOSPHO1 inh: 8.7
> CCOc1cc(NC(=O)c2cnccn2)c(OCC)cc1NC(=O)c1ccc(OC)cc1
  PHOSPHO1 inh: 18.1
> c1ccc(-n2ncc3c(N4CCN(c5ccccn5)CC4)nc(N4CCCCC4)nc32)cc1
  PHOSPHO1 inh: -22.6
> O=P(O)(CCCCP(=O)(O)CCc1ccccc1)CCc1ccccc1
  PHOSPHO1 inh: -11.0
> CCOc1ccc(-n2c(SCC(=O)Nc3ccc4c(c3)OCO4)nc3c(c2=O)SCC3)cc1
  PHOSPHO1 inh: 8.2
> COC(=O)c1ccc(-c2nc3ccccc3o2)cc1
  PHOSPHO1 inh: 1.7
> Cc1cc(C)n2nc(C(=O)Nc3ccccc3N3CCOCC3)nc2n1
  PHOSPHO1 inh: -19.3
> COc1ccc2nc(NC3=NCN(CC4CCCO4)CN3)nc(C)c2c1 (centres undefined)
  PHOSPHO1 inh: -0.7
> O=c1nc2n(c3ccccc13)Cc1ccccc1-2
  PHOSPHO1 inh: 6.2
> CCN1CCC(C(=O)NC2CCCC2)(N(Cc2cccs2)C(=O)Cn2nnc3ccccc32)CC1
  PHOSPHO1 inh: -6.1
> CCOc1ccc(N2CCCCn3c2nc2c3c(=O)[nH]c(=O)n2C)cc1
  PHOSPHO1 inh: 8.8
> COc1ccc(Cl)cc1Nc1nc(N2CCCC2)nc(N2CCCC2)n1
  PHOSPHO1 inh: 1.8
> CCn1cc(C(=O)NCc2ccc(OC)cc2OC)c(=O)c2ccc(C)nc21
  PHOSPHO1 inh: -25.0
> Cc1cc2ccccc2n2c(SCC(=O)N3CCN(C(=O)c4ccco4)CC3)nnc12
  PHOSPHO1 inh: 3.7

> CCOc1cc(N2CCOCC2)c(OCC)cc1NC(=O)c1ccc(=O)n(Cc2ccccc2)n1
  PHOSPHO1 inh: -27.7
> Cn1c(=O)c2c(nc(NCCCN3CCOCC3)n2Cc2ccc(Cl)cc2Cl)n(C)c1=O
  PHOSPHO1 inh: 7.5
> COc1ccccc1-c1nn2c(-c3ccc(C(C)(C)C)cc3)nnc2s1
  PHOSPHO1 inh: -6.1
> CCN(CC)c1ccc2cc(C(=O)Nc3cccnc3N3CCOCC3)c(=O)oc2c1
  PHOSPHO1 inh: -8.1
> Cc1ccc2c(COC(=O)c3cnc(C)cn3)cc(=O)oc2c1
  PHOSPHO1 inh: -3.8
> COc1ccc(N2CCn3c2nc2c3c(=O)n(CCc3ccccc3)c(=O)n2C)cc1
  PHOSPHO1 inh: 22.0
> CCN1CCN(C(=O)c2cc3c(=O)n4ccccc4nc3n2Cc2ccccc2)CC1
  PHOSPHO1 inh: 16.3
> Cc1ccc(-n2ncc3c2ncn2c(-c4ccncc4)nnc32)cc1
  PHOSPHO1 inh: -20.9
> CCC(C)n1c(C)nc2c(c1=O)c1nc3ccccc3nc1n2-c1ccc2c(c1)OCCO2 (centres undefined)
  PHOSPHO1 inh: 3.0
> Cc1sc2nc(C(C)Sc3nnc(C)n3-c3ccccc3)[nH]c(=O)c2c1C (centres undefined)
  PHOSPHO1 inh: -29.9
> COC(=O)c1ccc(C2C(C(=O)OC(C)C)=C(C)N=C3SCCC(=O)N32)cc1 (centres undefined)
  PHOSPHO1 inh: 0.6
> Cc1ccc(C2C(C(=O)c3sc(C)nc3C)=C(O)C(=O)N2CCCN(C)C)o1 (centres undefined)
  PHOSPHO1 inh: -2.2
> COc1cc2cc(CN(Cc3nnnn3C3CCCC3)C3CCCC3)c(=O)[nH]c2cc1OC
  PHOSPHO1 inh: -8.9
> Cc1ccc(-n2c3c(cc(C(=O)Nc4cccc(C)n4)c2=O)C(=O)CCC3)cc1
  PHOSPHO1 inh: -11.7
> O=c1[nH]c(CSc2nnc(-c3ccco3)n2-c2ccccc2)nc2sc3c(c12)CCC3
  PHOSPHO1 inh: 51.2

> COc1ccc(C)cc1Nc1n[n+](C)c(-c2ccc(C(=O)O)cc2)s1
  PHOSPHO1 inh: 43.6
> COc1ccc(Cn2c3nc4ccccc4nc3c3c(=O)n(Cc4ccco4)cnc32)cc1
  PHOSPHO1 inh: 10.5
> CCOC(=O)c1cnc(-n2nc(C)cc2C)nc1Nc1ccc2c(c1)OCO2
  PHOSPHO1 inh: 3.6
> Cc1nn(-c2ccccc2)c2sc(C(=O)C(C#N)c3ccccn3)cc12 (centres undefined)
  PHOSPHO1 inh: -6.1
> Cc1cccn2c(=O)c3cc(C(=O)NCCN4CCOCC4)n(Cc4ccccc4)c3nc12
  PHOSPHO1 inh: -6.1
> Cc1ccc(-c2nn3c(-c4ccco4)nnc3c3ccccc23)cc1S(=O)(=O)N1CCOCC1
  PHOSPHO1 inh: 2.9
> O=C(O)C[C@@H]1C(=O)O[C@@H]2C(COC(=O)c3cc(O)c(O)c(O)c3)O[C@@H](OC(=O)c3cc(O)c(O)c(O)c3)[C@@H](OC(=O)c3cc(O)c(O)c4c3[C@H]1[C@H](O)C(=O)O4)[C@H]2OC(=O)c1cc(O)c(O)c(O)c1 (some centres undefined)
  PHOSPHO1 inh: 0.1
> COC(=O)c1ccccc1NC(=O)CN1CCC(n2nnc3cc(C)ccc32)CC1
  PHOSPHO1 inh: -1.5
> COC(=O)c1ccc(OC(=O)c2ccc(OCc3c(C)noc3C)c(OC)c2)cc1
  PHOSPHO1 inh: -13.6
> C/C=C/C(=O)Nc1cccc(C2=NOC3(C2)C[C@H](C(N)=O)N(C(=O)c2ccccc2C(=O)c2ccccc2)C3)c1 (some centres undefined)
  PHOSPHO1 inh: 17.7
> CC[C@@H]1CC=C[C@H]2[C@H]1C(=O)N(Cc1ccccc1)[C@H]2c1cc(C)ccc1F
  PHOSPHO1 inh: 26.5
> C#CCOCCOCCOCCNc1nc(N2CCN(C(=O)[C@H](CCCCN)n3cc(C(N)CO)nn3)CC2)nc(N2CCN(C(=O)[C@H](CCC(=O)O)n3cc(C(N)Cc4ccc(O)cc4)nn3)CC2)n1 (some centres undefined)
  PHOSPHO1 inh: 17.7
> O=C(/C=C/c1ccc(O)c(O)c1)O[C@H](Cc1ccc(O)c(O)c1)C(=O)O
  PHOSPHO1 inh: 8.9
> O=c1[nH]c(CN2CCC(c3nc4ccccc4s3)CC2)nc2sc3c(c12)CCC3
  PHOSPHO1 inh: -4.9

Three compounds out of the list, sorted by molar mass, low to high.
> CC[C@@H]1CC=C[C@H]2[C@H]1C(=O)N(Cc1ccccc1)[C@H]2c1cc(C)ccc1F
  PHOSPHO1 inh: 26.5
> COc1ccc(Cn2c3nc4ccccc4nc3c3c(=O)n(Cc4ccco4)cnc32)cc1
  PHOSPHO1 inh: 10.5
> O=C(O)C[C@@H]1C(=O)O[C@@H]2C(COC(=O)c3cc(O)c(O)c(O)c3)O[C@@H](OC(=O)c3cc(O)c(O)c(O)c3)[C@@H](OC(=O)c3cc(O)c(O)c4c3[C@H]1[C@H](O)C(=O)O4)[C@H]2OC(=O)c1cc(O)c(O)c(O)c1 (some centres undefined)
  PHOSPHO1 inh: 0.1
